Screening results as filed in PubChem BioAssay.
T cell HTS – modulates CD8 T cell binding to vesicles; AID 2052; actives 0.068% (n = 330,000); calls only at 7 µM; 2C CD8+ T cell-vesicle binding, flow cytometry; hits give low values;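 active = response, share of CD8 T cells binding vesicles, and their 90th percentile fluorescence all below set limits, cut at about 80% in these data, passing the limit was not always enough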
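Assay system: 2C TCR transgenic mouse naive CD8+ T cells, MACS-purified | Read-out: CD8+ gate FL2 mean fluorescence as % of same-row positive control | Signal: High-throughput flow cytometry with anti-B7-1 and anti-CD8 staining | Timing: Binding step 1.5 h, 37 °C, antibody labelling 20 min, ice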
Insulin prom up – MIN6 insulin promoter up-regulation; z-score at 5 µM; MIN6 insulin promoter-GFP reporter, high-content imaging; hits give high values; AID 1625; actives 0.3% (n = 190,000);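 active = z-score above 3 at 5 µM with at least 500 cells counted in the well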
MT stabilize HCS – stabilizes microtubules in HeLa cells | actives 0.83% (n = 200,000) | % tubulin-high responders, % at 10 µM | HeLa tubulin immunostaining HCS, 24 h; share of cells brighter than vehicle mean+2SD | AID 2205;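 active = plate Z-score above 3 for both tubulin-high and condensed-nucleus cell shares, with cell loss under 80%, at 10 µM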;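 note: anti alpha tubulin signal scored within the nucleus-defined area of each cell; some results filed as inactive read as strong as hits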
bCat nuc transl – beta-catenin nuclear translocation modulation; HeLa beta-catenin nuclear translocation, immunofluorescence imaging; nuclear translocation activity, % at 5 µM; actives 0.3% (n = 190,000); AID 1665;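 active = nuclear translocation activity above 50% at 5 µM, with a well cell count of 50 or more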;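 note: per-cell ratio of nuclear to cytoplasmic median beta-catenin stain intensity; plate controls were DMSO negative control for no effect and GSK-3 inhibitor IX positive control for full effect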
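Test system: HeLa cells, endogenous beta-catenin; Compound: single 5 µM dose plus 0.02–20 µM confirmation series; Times: compound exposure 24 h at 37°C; Signal: fluorescence imaging of beta-catenin antibody stain plus DAPI; Read-out: % activation, nuclear-to-cytoplasmic median beta-catenin signal ratio per cell.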
Hep lipid drop – hepatic lipid droplet formation modulation; AML12 mouse hepatocytes, oleate lipid droplets, BODIPY imaging; inhibition, % at 6.5 µM; actives 0.4% (n = 240,000);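 active = lipid droplet intensity inhibited by at least 50%, with more than 500 cells counted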
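Test system: AML12 mouse liver cells; schedule: overnight exposure; technique: high-content imaging of BODIPY-stained droplets and DAPI nuclei; read-out: % inhibition of corrected integrated BODIPY droplet signal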
Autophagy mod – alters autophagy in cells; MEF GFP-LC3 puncta imaging; test concentration mostly 10 µM; actives 0.98% (n = 190,000); AID 463193; calls only at 10 µM (by protocol);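 active = percentage of spot-positive cells more than 3 SD above its plate mean, without a fluorescence outlier flag or 80% toxicity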;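 note: spot-positive cell cutoff set from DMSO-treated cells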
ER stress rescue – protection against thapsigargin-triggered cell killing – 384-well, CSM14.1, ATP luminescence, primary screen (AID 1222); one-dose cellular ATP content (survival), % at 20 µM; EC50 in µM for titrated hits; 190,000 tested, under 10 active; CSM14.1 thapsigargin-induced death rescue, ATP luminescence; higher % means a stronger effect;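 active = EC50 below 50 µM in the dose-response confirmation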;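 note: death triggered by thapsigargin at about 15 µM added after 2 h compound pretreatment; cell ATP read after overnight thapsigargin exposure of roughly 18 to 22 hours; normalized against plate controls of thapsigargin alone and 5% DMSO vehicle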
Salmonella PhoP GFP – PhoP-dependent GFP reporter repression – Salmonella Typhimurium, primary screen (AID 1863); S. Typhimurium PhoP-regulated promoter GFP reporter, 4 h; higher % means a stronger effect; one-dose inhibition, % at 50 µM; IC50 in µM for titrated hits; actives 0.16% (n = 300,000);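 active = inhibition over 29.93%, a cutoff 3 SD above the screen mean, later confirmed by dose response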;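 note: 0% = low Mg2+ inducing control and 100% = high Mg2+ repressing control; strong numbers were not always called active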
Dynein cargo inh – blocks dynein driven cargo transport along microtubules; actives 0.47% (n = 220,000); 3617.4 mouse cells, GR-EGFP nuclear translocation imaging; test concentration mostly 20 µM; stimulated with dexamethasone, 1 µM; hits give low values; z-score, hits read low; AID 1381;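 active = plate z-score of nuclear minus cytoplasmic receptor signal below a set negative limit, without overly bright fluorescence or cell loss, cut at about -3.5 in these data, passing the limit was not always enough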;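 note: z-score of nuclear minus cytoplasmic ring GR-EGFP intensity difference per well; some compounds called inactive have numbers as strong as hits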
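Also added – dexamethasone, 1.0 µM final · Buffer or medium – tet-free, stripped-serum medium · Schedule – induction 48 h, compound 1 h, agonist 30 min · Detection – formaldehyde fixation, Hoechst nuclear stain, 10x automated fluorescence imaging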
Dynein cargo inh cytoplasmic EGFP – second read-out of Dynein cargo inh, no call of its own (marks repeat the call); z-score; measured here: cytoplasmic GR-EGFP intensity; hits give high values
Dynein cargo inh nuclear GR-EGFP – also measured in Dynein cargo inh; calls as there; z-score; measured here: nuclear GR-EGFP intensity;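 lower value marks the stronger effect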
Dynein cargo inh cell count – recorded beside Dynein cargo inh, whose call it bears; z-score; measured here: cell count per field
Insulin prom up cell count – further read-out of Insulin prom up, marked with its call; cell count; measured here: cytotoxicity, nuclei count;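 total cells summed across four imaged fields per well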
Hep lipid drop cells 6.5 µM – further read-out of Hep lipid drop, marked with its call; cell count; measured here: cell count, cytotoxicity flag;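 cells counted across two imaged fields per well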
bCat nuc transl cell count 5 µM – second read-out of bCat nuc transl, no call of its own (marks repeat the call); cell count; measured here: cell count, cytotoxicity flag
T cell HTS vesicle-bound % – also measured in T cell HTS; calls as there; double positive events, %; measured here: CD8+ vesicle-bound cell fraction;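 binding gate set so that unloaded-vesicle control wells show 10% double positive cells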
MT stabilize HCS Hoechst-high % – also measured in MT stabilize HCS; calls as there; % Hoechst-high responders; measured here: nuclear condensation Hoechst responders;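 share of cells brighter than vehicle mean plus two SD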
MT stabilize HCS cytotoxicity % – second read-out of MT stabilize HCS, no call of its own (marks repeat the call); toxicity, %; measured here: cytotoxicity by cell density;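 0% = mean cell density of plate MIN control wells and 100% = no cells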
Autophagy mod cell loss 18 h – recorded beside Autophagy mod, whose call it bears; toxicity, %; measured here: cell loss, nuclei count;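 cell loss after 18 h compound exposure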
Active calls of the source: *; i = inactive; · = no result given.

SMILES	T cell HTS	T cell HTS vesicle-bound %	Insulin prom up	Insulin prom up cell count	MT stabilize HCS	MT stabilize HCS Hoechst-high %	MT stabilize HCS cytotoxicity %	bCat nuc transl	bCat nuc transl cell count 5 µM	Hep lipid drop	Hep lipid drop cells 6.5 µM	Autophagy mod	Autophagy mod cell loss 18 h	ER stress rescue	Salmonella PhoP GFP	Dynein cargo inh	Dynein cargo inh cytoplasmic EGFP	Dynein cargo inh nuclear GR-EGFP	Dynein cargo inh cell count
COc1ccccc1C1c2[nH]c3ccccc3c2CCN1Cc1ccc(NC(C)=O)s1 (stereo unspecified)	i	55	-0.14	1099	·	·	·	0.8	1312	-2	722	·	·	·	-6%	0.59	-0.26	0.75	0.24
CC(N=Cc1c(O)c2ccccc2oc1=O)C(=O)O (stereo unspecified)	i	36	0.32	1204	2.2	1.6	4.7	-0.9	1066	-19	684	i	13	-0.3%	3%	-0.22	-0.32	-0.12	0.68
O=C(CSc1ncn[nH]1)NCCCc1ccccc1	i	31	0.14	1338	4.8	3.7	9.6	-0.5	1173	6	759	i	5	-0.8%	1%	-1	-0.26	-0.42	0.98
Cc1cc(C(=O)NC(C)c2ccncc2)no1 (stereo unspecified)	i	12	-0.13	1236	8.4	1.5	7.8	8.4	1000	0	797	i	16	0.8%	4%	0.98	-0.2	1	0.2
COC(=O)c1ccc(NC(=S)NC2c3ccccc3CC2O)cc1 (stereo unspecified)	i	45	0	1426	2.6	2.0	0.8	-3.0	1023	7	726	i	-4	-0.6%	3%	-0.77	-0.23	-0.018	0.59
CCn1c(=O)cc(OCC(=O)N2CCN(c3ccc(F)cc3)CC2)c2ccccc21	i	56	-0.64	1346	1.4	1.1	5.1	-0.6	1083	-9	707	i	41	-0.3%	1%	-0.35	-0.29	-0.35	1.5
CC1CCc2nn(CC(=O)N3CCN(C(=O)c4ccco4)CC3)cc2C1 (stereo unspecified)	i	59	0.75	1112	6.0	2.1	7.1	0.2	1016	-9	757	·	·	-1.8%	-5%	0.29	-0.24	0.48	-0.11
CC(C)N(C(=O)Cn1cc(SCC(=O)NCc2ccco2)c2ccccc21)C(C)C	i	51	-0.15	1262	·	·	·	0.4	1092	-9	694	i	2	-2.3%	-14%	-0.24	-0.34	0.17	0.5
Cc1ccnc(SCC(=O)N2CCC(C(N)=O)CC2)n1	i	45	0.61	1246	4.3	2.0	5.3	0.6	1142	·	·	i	-12	-0.6%	4%	-0.48	-0.18	0.05	-0.46
C=CCn1cc(C(=O)NCc2ccco2)c(=O)c2cc(S(=O)(=O)N3CCCCCC3)ccc21	i	37	-0.85	963	3.2	2.4	11	3.2	1381	·	·	i	0	-0.6%	-3%	-0.33	-0.22	0.19	0.25
CCOC(=O)NNC1CC(=O)N(c2ccccc2)C1=O (stereo unspecified)	i	18	-0.32	1432	5.2	2.3	3.6	-0.8	979	1	682	i	9	0.1%	1%	0.31	-0.27	0.22	0.37
COc1cc2oc(=O)ccc2c(OC)c1CC(O)C(C)(C)O (stereo unspecified)	i	28	·	·	·	·	·	-0.7	1160	15	739	·	·	·	-2%	-0.16	-0.82	-0.1	0.067
COC(OC)c1ccnc(-c2ccc(OC(=O)c3ccccc3)cc2)n1	i	33	-0.27	1041	4.6	2.2	8.3	-2.2	1144	-8	655	i	-5	·	-4%	-0.048	-0.3	0.3	-0.87
CCOc1ccc(-n2c(=O)[nH]cc(C(=O)Nc3ccc(OC)c(OC)c3)c2=O)cc1	i	30	0.6	1225	3.6	2.1	7.8	-0.5	1020	-11	708	i	6	-7.6%	4%	1.1	-0.21	1.1	-1.3
COc1ccc(NC(=O)c2ccc(CNc3c(N4CCCC4)c(=O)c3=O)cc2)cc1Cl	i	45	-0.79	1035	·	·	·	0.5	1295	4	682	·	·	·	-13%	-0.41	-0.28	0.24	0.57
N/C(=N\OC(=O)Cc1cccc2ccccc12)c1ccccn1	i	37	·	·	1.4	1.8	6.7	·	·	14	809	i	3	0.6%	-5%	-0.89	-0.28	-0.45	0.66
Cc1cc2sc3nc(=O)n(-c4ccccc4)c(=O)n3c2cc1C	i	30	-0.15	1031	·	·	·	-1.2	1296	0	701	·	·	·	-8%	-0.24	-0.11	0.33	1
CCc1ccc(OCC(=O)NCCN(C)C)c(Br)c1	i	7	·	·	3.3	1.5	9.6	·	·	·	·	i	14	-1.0%	2%	-0.23	-0.15	0.035	0.11
COc1ccc(N=Nc2ccc(N)nc2N)cc1	i	60	0.02	1385	·	·	·	-3.0	1175	5	858	·	·	·	13%	-0.74	-0.25	-0.39	0.53
CN(C)S(=O)(=O)c1ccc(Nc2nc(C3CC3)nc3c2nnn3Cc2ccccc2Cl)cc1	i	48	-1.1	634	1.6	3.4	12	7.2	972	-20	645	i	-4	-1.8%	3%	0.59	-0.17	0.55	-1.6
CC(=O)c1ccc(N=Cc2c(O)n(-c3cc(Cl)ccc3N3CCOCC3)c(=O)c3ccccc23)cc1	i	32	-0.58	500	1.5	1.2	9.2	-0.5	1117	0	728	i	-5	-3.0%	7%	-0.24	-0.18	0.17	0.12
NS(=O)(=O)c1ccc(CCNC(=O)Cc2ccc(S(=O)(=O)N3CCCC3)s2)cc1	i	11	0.35	1081	·	·	·	0.8	1316	-10	740	·	·	·	-2%	0.41	-0.25	0.12	0.5
CC(C)(C)n1nnnc1C(c1ccccc1)N1CCc2ccccc2C1 (stereo unspecified)	i	51	0.05	1905	2.3	1.1	10	-0.8	1086	-21	716	i	0	3.7%	7%	-1.2	0.078	-0.35	0.44
CCCS(=O)(=O)Nc1c(OC)ccc2c1c(C(=O)OCC)c(C)n2C	i	28	2.5	1596	3.5	1.6	8.0	-1.3	1046	-51	528	i	14	5.1%	15%	-0.27	-0.27	-0.27	0.67
CC(=O)Nc1cc(C(=O)OCc2cccc([N+](=O)[O-])c2)ccc1C	i	59	0.21	1628	6.5	1.5	4.7	-4.6	1050	2	687	i	-5	-0.1%	-10%	-0.36	-0.35	-0.18	-0.43
COc1cnc(-c2ccccn2)nc1Sc1ccc(C)cc1	i	51	-1.9	653	3.3	2.1	2.6	3.3	1128	-4	686	i	-2	-0.3%	7%	1	-0.012	0.86	-2
CCOC(=O)n1c(SCC(N)=O)nc2ccccc21	i	29	-0.38	1467	3.0	2.4	9.6	1.4	1331	·	·	i	-3	0.8%	7%	0.48	-0.24	0.17	0.81
O=C1C(Cl)=C(NCC2CCCO2)C(=O)N1c1ccccc1 (stereo unspecified)	i	53	0.82	1471	2.1	1.7	9.3	1.4	1301	·	·	i	-29	-0.9%	-2%	-0.41	-0.21	-0.14	0.71
O=C(COc1cccnc1[N+](=O)[O-])N1N=C(c2ccc(Cl)cc2)CC1c1ccco1 (stereo unspecified)	i	49	0.58	1093	1.5	2.3	8.9	-2.4	1103	-17	683	i	14	-0.7%	-9%	-0.13	-0.33	0.7	-0.77
Cc1ccc(-c2cc(C(=O)NCc3cnn(C)c3)c3cc(Br)ccc3n2)cc1	i	48	0.45	1537	4.3	2.8	6.4	4.4	1082	-16	559	i	6	-0.2%	-11%	0.36	-0.24	0.4	-0.046
N#CCCn1cc(C(=O)Nc2ccc(C(=O)O)cc2)c(-c2ccc([N+](=O)[O-])cc2)n1	i	61	·	·	3.2	2.0	2.0	0.0	1095	11	687	i	-30	9.3%	4%	0.43	-0.29	0.34	-0.18
Cc1ccc(S(=O)(=O)/C(C#N)=C/c2c(Oc3ccc(Cl)cc3)nc3c(C)cccn3c2=O)cc1	i	39	0.23	1326	2.1	2.2	3.7	-1.6	869	10	643	i	-6	3.9%	7%	-0.033	-0.3	-0.35	0.58
O=C1Nc2ccccc2Oc2cc([N+](=O)[O-])ccc21	i	16	-0.4	1300	2.9	1.4	0.7	-3.6	1125	3	682	i	-7	-0.1%	9%	-0.5	0.22	-0.4	0.65

Arranged by the number under Salmonella PhoP GFP (descending): some entries from above.
mol | T cell HTS | T cell HTS vesicle-bound % | MT stabilize HCS Hoechst-high % | Salmonella PhoP GFP | Dynein cargo inh | Dynein cargo inh cytoplasmic EGFP | Dynein cargo inh nuclear GR-EGFP | Dynein cargo inh cell count
Cc1ccc(S(=O)(=O)/C(C#N)=C/c2c(Oc3ccc(Cl)cc3)nc3c(C)cccn3c2=O)cc1 | i | 39 | 2.2 | 7% | -0.033 | -0.3 | -0.35 | 0.58
N#CCCn1cc(C(=O)Nc2ccc(C(=O)O)cc2)c(-c2ccc([N+](=O)[O-])cc2)n1 | i | 61 | 2.0 | 4% | 0.43 | -0.29 | 0.34 | -0.18
CC(=O)Nc1cc(C(=O)OCc2cccc([N+](=O)[O-])c2)ccc1C | i | 59 | 1.5 | -10% | -0.36 | -0.35 | -0.18 | -0.43
